Screening results: PubChem, National Center for Advancing Translational Sciences (NCATS)
A549 viability: kills or reduces viability of A549 cells in Nrf2 counter-screen; A549 ARE-Fluc cells, CellTiter-Fluor viability, 18-24 h; Potency, µM (doses to about 46 µM), without a hit: top-dose activity change, negative = cytotoxicity, hits mostly inhibitors; 390,000 compounds, 0.16% hits; note: potency is the fitted concentration of half-maximal effect; % is set by controls: 0 for no effect and ±100 for the full control effect
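A549 ARE-Fluc cells in 5% FBS OPTI-MEM, 5000 cells/well, rested 2 h then exposed to compounds in concentration-response for 18-24 h at 37 °C. Viability by CellTiter-Fluor fluorescence (Ex 405/Em 525) after 30 min; luciferase luminescence (BugLite, 15 min, RT) read afterwards.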
ATXN2 expr inh: ATXN2 expression inhibition; 360,000 compounds, 0.72% hits; AID 1745845; HEK-293 ATXN2-luciferase reporter, luminescence, 24 h; Potency, µM (top dose mostly 57 µM), without a hit: at the highest dose activity change, negative = inhibition, most hits filed as inhibitors; note: potency is the fitted concentration of half-maximal effect; % is set by controls: 0 for no effect and ±100 for the full control effect; nearly all actives have a fitted effect of over 55% in size
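qHTS (up to 57 uM final) was run with 24 h compound exposure of reporter cells at 37 °C. Each well was multiplexed: SteadyGlo luminescence measured ATXN2-luciferase expression after a fluorogenic Gly-Phe-AFC viability readout (25 uM final).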
Nrf2 ARE act: Nrf2 pathway activation. AREc32 ARE-luciferase reporter (MCF7-derived line), luminescence, 24 h. Potency, µM (doses to about 46.1 µM), inactives show at the highest dose activation, hits mostly activators. 410,000 compounds, 0.31% hits; note: potency is the fitted concentration of half-maximal effect; % of control where 0% means no effect; nearly all actives have a fitted effect of over 65% in size
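Nrf2 activation is followed as ARE-luciferase induction in the AREc32 line after one day of compound treatment; luminescence is read with Steady-Glo.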
IL-2 act: activates IL-2 in a cell-based reporter assay | IL-2 activation reporter assay, cell-based qHTS; stimulated with anti-CD3/CD4/CD28 beads; in transgenic mouse T cells | activation, % (series mostly up to about 46 µM) | 360,000 compounds, 0.065% hits | AID 652025; in the data active = activation above about 50%; inconclusive = mostly about 30% to 49%; note: 0% is about no effect
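Readout is EGFP and DsRed signal by fluorescent plate cytometry after 18 h at 37 degrees C. Transgenic mouse T cells (750/well) received compound for 60 min before bead stimulation (anti-CD3, anti-CD4, anti-CD28); memory T cells served as non-tolerant control.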
S2 tox: reduces viability in counter-screen for ATXN expression inhibitors | 400,000 compounds, 0.49% hits | Potency, µM (top dose mostly 56.7 µM), most hits filed as cytotoxic | S2 cells (HEK-293 line with an ATXN2-luciferase reporter) viability, CellTiter-Fluor protease fluorescence, 24 h; note: potency is the fitted concentration of half-maximal effect; nearly all actives have a fitted effect of over 40% in size
Nrf2 inh: blocks Nrf2 signaling | Potency, µM (titrated, usually from 46 µM), without a hit: top-dose activity change, negative = inhibition, actives largely listed as inhibitors | AID 504444 | 360,000 compounds, 2.1% hits | A549 ARE-Fluc reporter, luciferase luminescence, 18-24 h; note: potency is the fitted concentration of half-maximal effect; % is set by controls: 0 for no effect and ±100 for the full control effect; nearly all actives have a fitted effect of over 60% in size
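In this cell-based qHTS, ARE-driven firefly luciferase in A549 cells reports Nrf2 activity; the luminescent signal after BugLite lysis is the measured value, with a prior CellTiter-Fluor read for cell health.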
TGFb SMAD3 inh: blocks TGF-b signaling | HepG2 CAGA-GFP TGF-b/SMAD3 reporter, GFP fluorescence, 18 h; TGF-beta stimulated, 500 pg/mL final | Potency, µM (series often up to 46.1 µM), for the others: at the highest dose activity, negative = inhibition, usual class: inhibitors | 410,000 compounds, 1.2% hits | AID 588855; note: potency is the fitted concentration of half-maximal effect; % is set by controls: 0 for no effect and ±100 for the full control effect; nearly all actives have a fitted effect of over 65% in size
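Smad-responsive CAGA-GFP expression was quantified in HEPG2 cells exposed to compounds and 500 pg/mL final TGF-beta for 18 h at 37 degrees C; unstimulated wells defined full inhibition.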
HepG2 viability: kills HepG2 cells in TGF-b inhibitor counter-screen; AID 588856; HepG2 CAGA-GFP viability, ATP luminescence, 18 h; 410,000 compounds, 0.76% hits; Potency, µM (series often up to 46.1 µM), without a hit: top-dose activity change, negative = cytotoxicity, most hits filed as cytotoxic; note: potency is the fitted concentration of half-maximal effect; some results filed as inactive show a strong effect at the top dose
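HepG2 CAGA-GFP cells (1000/well, DMEM with 1% FBS) received compound, then TGF-beta at 500 pg/mL final, and were incubated 18 hours at 37 degrees C. Viability was read by CellTiter-Glo luminescence. Media-only wells were set as complete cell-killing and DMSO as no toxicity.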
EPAC2 ag: EPAC2 (human) agonism; Q8WZA2; EPAC2 activation, biochemical qHTS; response scale: 100% = 6.5 mM cAMP response; Potency, µM (doses to about 154 µM), inactives show at the highest dose activation, usual class: activators; 360,000 compounds, 0.079% hits; AID 720711; note: potency is the fitted concentration of half-maximal effect; nearly all actives have a fitted effect of over 50% in size
Target sequence (Q8WZA2 whole entry, looked up): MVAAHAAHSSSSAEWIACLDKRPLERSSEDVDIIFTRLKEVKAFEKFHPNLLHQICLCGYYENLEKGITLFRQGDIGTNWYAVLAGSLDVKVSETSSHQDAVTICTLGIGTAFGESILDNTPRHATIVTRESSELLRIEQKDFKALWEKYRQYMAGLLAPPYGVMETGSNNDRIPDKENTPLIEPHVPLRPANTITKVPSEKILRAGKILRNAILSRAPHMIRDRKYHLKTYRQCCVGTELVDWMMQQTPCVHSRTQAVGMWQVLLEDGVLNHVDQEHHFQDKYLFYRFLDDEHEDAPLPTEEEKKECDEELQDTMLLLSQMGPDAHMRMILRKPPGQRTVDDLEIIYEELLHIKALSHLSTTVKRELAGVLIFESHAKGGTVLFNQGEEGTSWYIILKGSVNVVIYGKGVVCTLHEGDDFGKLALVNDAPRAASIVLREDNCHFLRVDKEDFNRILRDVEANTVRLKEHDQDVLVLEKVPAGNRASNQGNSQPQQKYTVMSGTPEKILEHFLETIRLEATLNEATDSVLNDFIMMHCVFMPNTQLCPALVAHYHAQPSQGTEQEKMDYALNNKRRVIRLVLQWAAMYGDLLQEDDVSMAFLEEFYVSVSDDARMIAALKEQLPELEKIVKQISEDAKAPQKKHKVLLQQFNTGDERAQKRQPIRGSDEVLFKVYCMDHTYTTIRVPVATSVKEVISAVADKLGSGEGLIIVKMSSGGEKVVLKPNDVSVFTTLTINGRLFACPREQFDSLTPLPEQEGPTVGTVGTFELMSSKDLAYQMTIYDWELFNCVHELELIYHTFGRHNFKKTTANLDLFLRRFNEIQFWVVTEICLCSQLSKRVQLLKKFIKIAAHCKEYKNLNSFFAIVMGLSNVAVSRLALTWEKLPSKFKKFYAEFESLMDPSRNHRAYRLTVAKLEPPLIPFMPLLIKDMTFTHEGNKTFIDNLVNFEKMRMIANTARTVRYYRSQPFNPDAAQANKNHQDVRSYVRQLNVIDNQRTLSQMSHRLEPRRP
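Readout is BODIPY fluorescence (480 nm excitation, 540 nm emission), which falls as labeled GDP is exchanged off Rap1B. EPAC2 at 100 nM acted on 250 nM RAP1B-BODIPY-GDP with 50 uM GDP present.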
* marks the source's active call; other numbers are inactive results; i = inactive; u = inconclusive; x = no result given; & = joins results of further samples. Unless noted, calls come from the whole dose curve; as a rule, active = well fitted curve in the direction sought with a large enough effect; inconclusive = small, poorly fitted or top-dose-only effect, or another doubt; inactive = no such curve, though single readings can be large; an effect the other way counts as inactive or inconclusive.

Values in the order – A549 viability	ATXN2 expr inh	Nrf2 ARE act	IL-2 act	S2 tox	Nrf2 inh	TGFb SMAD3 inh	HepG2 viability	EPAC2 ag
Cc1ccc(CN2CCN(Cc3c(C)nn(-c4ccc(F)cc4)c3C)CC2CCO)o1 (centres undefined)
  0%	-1%	0.5%	0.4	i	-1%	-1%	2%	-4%
CC1(C)C2CCC1(C)C(OC(=O)c1ccccc1C(=O)O)C2 (centres undefined)
  1%	6%	-1.1%	-2.2	i	5%	-9%	2%	3%
CCCc1nnc(NC(=O)CCC(=O)N2CCN(S(=O)(=O)c3ccc(C)cc3)CC2)s1
  -6%	8%	1.7%	-5.2	i	-14%	-4%	-12%	0%
Cc1cc(=O)oc2cc(OCCSc3nnc(-c4ccccc4)o3)ccc12
  -13%	-4%	-0.4%	0.3	i	-10%	-4%	-4%	-2%
CC(Oc1ccccc1F)C(=O)NNC(=O)c1ccc(F)c(S(=O)(=O)N2CCOCC2)c1 (centres undefined)
  3%	2%	-1.0%	-1.7	i	-26%	6%	-26%	1%
Cc1cccc(C)c1NC(=O)CNC(=O)C1CCCN(C(=O)c2ccc(Cl)cc2)C1 (centres undefined)
  0%	0%	-0.1%	8.0	u	1%	-8%	-3%	0%
COc1ccc(/C=C(/NC(=O)c2ccccc2)c2nc3ccc(Cl)cc3[nH]2)cc1OC
  -14%	-32%	0.1%	-0.4	u	u	0%	2%	-2%
CCCC(=O)NC1CCc2cc(OC)c(OC)c(OC)c2-c2ccc(OC)c(=O)cc21 (centres undefined)
  u	6%	-0.2%	-3.6	i	u	u	-25%	10%
CCCCCCCNC(=O)C1(CC2CC(c3ccccc3)=NO2)CCNCC1 (centres undefined)
  12%	u	-5.7%	-1.9	u	u	u	-93%	2%
COCC(C)N=CC1=C(O)CC(C)(C)CC1=O (centres undefined)
  -10%	-3%	-0.8%	-2.7	i	1%	-1%	-12%	10%
Cc1cc(C(=O)NC(=S)Nc2cccc(NC(=O)C(C)C)c2)ccc1[N+](=O)[O-]
  -4%	16%	2.4%	-1.0	i	u	0%	1%	-1%
Cc1ccc(C(=O)c2coc3c2C(=O)C(=O)c2ccccc2-3)cc1
  u	u	5.3%	-0.3	x	u	u	11µM*	5%
COC(=O)C1CCN(C(=O)COC(=O)/C=C/c2ccc(O)c(OC)c2)CC1
  5%	-7%	4.1%	1.2	i	0%	14%	-29%	7%
CCCN1CCN(C(=O)C2CCN(c3ncnc4c3nc3n4CCCCC3)CC2)CC1
  18%	-4%	-0.7%	-6.0	i	9%	u	-3%	2%
COc1ccc(N(C(=O)COc2ccc(C)cc2)S(=O)(=O)c2ccc(C)cc2)cc1
  -4%	u	-0.6%	-0.5	u	-2%	-13%	7%	7%
Cc1ccc(C)c(-n2nnnc2SCC(=O)NNC(=O)c2ccco2)c1
  6%	x	0.2%	1.7	i	-1%	6%	-2%	6%
CCc1nn(CCCC(=O)NCc2ccc(OC(C)C)cc2)c(=O)c2cc3occc3n12
  1%&-13%	-9%	-0.3%&-1.3%	-2.0	i	u	u	-6%&-3%	12%
COc1ccccc1CC(=O)Nc1ccc(S(=O)(=O)N2CCN(C)CC2)cc1
  -3%	18%	-1.0%	-0.4	i	-6%	3%	6%	-3%
COC(=O)c1ccc(NC(=O)Cn2c(=O)oc3ccccc32)cc1
  2%	3%	-0.4%	x	i	-1%	2%	-2%	x
COc1ccc2ncc(OC(C)=O)cc2c1
  0%	10%	0.8%	0.7	i	-4%	-16%	-5%	6%
C[C@@H]1CN([C@H](C)CO)C(=O)c2cc(C#Cc3ccccc3F)cnc2O[C@@H]1CN(C)S(=O)(=O)c1ccccc1F
  x	5%	1.1%	-1.5	i	x	7%	1%	-8%
O=C(COC(=O)c1cccs1)Nc1ccccc1C(F)(F)F
  2%	-15%	4.2%	0.6	i	2%	2%	-13%	2%
Cc1cc(Cl)c2oc(C(=O)N3CCN(c4cnccn4)CC3)c(C)c2c1
  x	x	6.2%	-0.8	u	x	5%	-27%	-5%
COc1ccc(-c2c(NC(=O)CC(C)C)n(C)c3ccccc3c2=O)cc1OC
  0%	x	0.5%	-0.4	i	-8%	12%	0%	2%
Cc1ccc(-n2c(=O)c3oc4ccccc4c3n(Cc3cccc(F)c3)c2=O)cc1C
  1%	x	5.0%	x	x	-14%	u	-7%	x
COc1ccc(/C=N/NC(=O)c2cccc(NC(=O)c3ccccc3Cl)c2)c(OC)c1
  2%	7%	4.0%	3.4	i	21%	-4%	-16%	17%
Cc1ccc(C(=O)C2=C(O)C(=O)N(c3ncccn3)C2c2ccc(F)cc2)o1 (centres undefined)
  -18%	-6%	-0.1%	0.7	i	2%	u	-122%	8%
CC(C)Nc1nc(-c2cccnc2)nc(-c2ccccc2)c1C#N
  -3%	-30%	-0.3%	-1.9	i	u	4%	-14%	3%
CCC1=C(OC(=O)N(CC)CC)N2C(=O)OC(=NCCc3c[nH]c4ccccc34)[C@]2(Cc2ccccc2)[C@H]2C1=CC[C@H]1C(=O)N(CC(=O)OC)C(=O)[C@H]12
  -14%	-19%	1.1%	-0.6	u	u	-20%	-17%	0%
C=CCn1c(=O)c(C(=O)Nc2ccc(C)cn2)c(O)c2ccccc21
  0%	x	2.4%	-0.6	i	2%	26%	7%	1%

(list continues)
Values in the order – A549 viability	ATXN2 expr inh	Nrf2 ARE act	IL-2 act	S2 tox	Nrf2 inh	TGFb SMAD3 inh	HepG2 viability	EPAC2 ag
COc1ccccc1CNC(=S)Nc1ccc2nc(N3CCN(C)CC3)cc(C)c2c1
  -9%	-1%	5.6%	5.1	u	-19%	-20%	-32%	9%
COc1ccc(N(CC(=O)Nc2ccccc2F)S(=O)(=O)c2ccc(C)c([N+](=O)[O-])c2)cc1
  -4%	4%	4.2%	0.0	i	0%	0%	-1%	16%
Cc1ccc(NC(=O)CN2C(=O)N/C(=C\c3cccnc3)C2=O)cc1
  -13%	x	0.4%	0.1	u	u	19%	18%	-4%
O=c1cc(CN2CCN(Cc3ccccc3)CC2)c2cc(Cl)ccc2o1
  11%	0%	2.5%	2.1	i	25%	-2%	-3%	8%
O=C(Nc1ccc(C(F)(F)F)cc1)C1(c2cccs2)CCOCC1
  1%	-14%	7.0%	x	i	x	-20%	-18%	x
O=[N+]([O-])c1cccc(S(=O)(=O)c2ccc(NCCOCCO)c([N+](=O)[O-])c2)c1
  -13%	-8%	4.1%	-0.5	i	u	1%	1%	4%
CNC(=O)c1c2c(nc3ccc(Br)cc13)CCCC2
  14%	-7%	0.2%	-0.5	i	-7%	-6%	-2%	6%
Cc1cc(C)c2c(n1)SCCN2C(=O)Nc1ccc(C(=O)Nc2cc(Cl)ccc2C)cc1
  9%	x	2.9%	x	x	-26%	0%	0%	x
O=C(c1ccccc1)N1CCn2c1nc1ccccc12
  1%	-9%	0.4%	0.7	i	11%	4%	-2%	-2%
CCCCNC(=O)Cn1cnc2sc(C)c(S(=O)(=O)N3CCN(c4ncccn4)CC3)c2c1=O
  3%	2%	-0.5%	0.0	i	-6%	-9%	-6%	8%
CCCCn1nnnc1NCc1ccc(N2CCCC2)cc1
  2%	-10%	-0.3%	-2.2	i	x	u	-56%	0%
CN(C)CCCN(C(=O)CCc1ccccc1)c1nc2ccc(Br)cc2s1
  2%	25µM*	-2.1%	-5.1	u	-26%	16µM*	-102%	5%
CCO[C@H]1OC(C(=O)N2CCN(Cc3ccc4c(c3)OCO4)CC2)=C[C@@H](c2ccccc2)[C@@H]1CCCO
  -2%	9%	0.4%	-0.1	i	9%	-21%	-10%	6%
COCCN(CC(=O)Nc1cccc(C)c1C)C(=O)c1oc2ccccc2c1C
  -8%	-7%	-0.6%	-0.1	i	-16%	10%	-20%	5%
CC(C)c1nnc(NC(=O)COc2ccccc2[N+](=O)[O-])s1
  -5%	17%	5.4%	0.9	i	25%	-4%	-11%	2%
CCC(C)(C)NC(=O)C(c1ccc(OC)cc1)N(C(=O)CCC(=O)Nc1cc(C)on1)c1ccc(F)cc1 (centres undefined)
  1%	-15%	-0.6%	2.3	i	-4%	9%	2%	8%
CCOC(=O)C1(Cc2cccc(OC)c2)CCCN(Cc2ccc(NC(C)=O)cc2)C1 (centres undefined)
  -14%	x	0.1%	-3.4	i	5%	1%	-16%	6%
Cc1cc(Nc2cccc(F)c2)nc(NCc2ccccc2)n1
  u	u	-0.1%	-0.7	u	u	u	-80%	-6%
Cc1cc2oc(=O)cc(CN3CCCCCCC3)c2cc1Cl
  x	-8%	-0.1%	0.0	u	x	-8%	8%	4%
CSc1cccc(NC(=O)C2CCCN(S(=O)(=O)c3cccs3)C2)c1 (centres undefined)
  -5%	-6%	0.3%	0.0	i	u	1%	-9%	10%
CCc1nnc(SCc2ccc(OC)c(Br)c2)n1N
  -1%	-2%	0.1%	-3.1	i	x	-6%	1%	3%
O=[N+]([O-])c1cc(/C=N\O)ccc1Oc1ccc(F)cc1
  1%	14%	3.5%	-1.2	i	15%	-15%	-19%	15%
O=C(OCC(=O)N1CCN(c2cccc(Cl)c2)CC1)c1ccco1
  1%	4%	-0.3%	0.3	i	12%	5%	2%	0%
Cc1cccc(N(C)c2nc3ccc(C)cc3n3cnnc23)c1
  -6%	4%	3.1%	x	u	32%	u	-21%	x

Quoted from the listing for reference:
Values in the order – A549 viability	ATXN2 expr inh	Nrf2 ARE act	IL-2 act	S2 tox	Nrf2 inh	TGFb SMAD3 inh	HepG2 viability	EPAC2 ag
COc1ccccc1CNC(=S)Nc1ccc2nc(N3CCN(C)CC3)cc(C)c2c1
  -9%	-1%	5.6%	5.1	u	-19%	-20%	-32%	9%
COc1ccc(N(CC(=O)Nc2ccccc2F)S(=O)(=O)c2ccc(C)c([N+](=O)[O-])c2)cc1
  -4%	4%	4.2%	0.0	i	0%	0%	-1%	16%
